UBC9 SUMO inh – inhibitors of in vitro SUMOylation cascade, primary screen, biochemical, HTRF, uHTS; inhibition, % at 35 µM; HTRF SUMOylation assay, SAE1/SAE2 + UBC9; SUMO-conjugating enzyme UBC9 (Homo sapiens), P63279; 290,000 compounds, 0.36% hits; in the data active = inhibition above about 50%, passing the limit was not always enough; also: strong numbers were not always called active
PHOSPHO1 block – PubChem AID 1565; recombinant PHOSPHO1, absorbance phosphatase assay; inhibition, % at 13.3 µM; 290,000 compounds, 1.1% hits; in the data active = inhibition above about 60%
VIM-2 inh – VIM-2 metallo-beta-lactamase inhibitors, primary screen, biochemical, epi-absorbance readout, Pseudomonas aeruginosa enzyme; purified VIM-2, nitrocefin hydrolysis, epi-absorbance fluorescence; inhibition, % at 5.6 µM; 290,000 compounds, 0.89% hits;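 active = inhibition above the mean of all tested compounds plus 3 SD, cutoff set per screening run, cut at about 7.5% in these data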;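 also: red hydrolysis product quenches plate fluorescence so inhibitors raise well fluorescence; 0% = enzyme with DMSO and 100% = DMSO without enzyme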
IMP-1 inh – IMP-1 metallo-beta-lactamase inhibitors, primary screen, biochemical, epi-absorbance readout, Pseudomonas aeruginosa enzyme; inhibition, % at 5.6 µM; 290,000 compounds, 0.45% hits; AID 1556, 2009; purified IMP-1, nitrocefin hydrolysis, epi-absorbance fluorescence; metallo-beta-lactamase IMP-1 (Pseudomonas aeruginosa);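 active = inhibition above the mean plus 3 SD of all compounds in the same screening run, cut at about 4.5% in these data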;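 also: 0% = IMP-1 with DMSO and 100% = DMSO wells lacking enzyme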
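Assay system: purified recombinant IMP-1 beta-lactamase. Input: IMP-1 0.2 nM before substrate addition. Buffer or medium: Zinc- and detergent-supplemented HEPES buffer, pH 7.1. Schedule: 25 °C, 15 min preincubation, 25 min reaction. Signal: Epi-absorbance fluorescence, 480 nm excitation, 530 nm emission. Evaluation: percent inhibition from optical density relative to buffer-blank wells.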
DNA FID counter – compounds displacing fluorescent DNA intercalator, primary screen, artefact control for HCV NS3 helicase inhibitor project, biochemical, FID fluorescence. DNA fluorescent intercalator displacement. inhibition, % at 7.9 µM. 290,000 compounds, 0.17% hits; in the data active = inhibition above about 37%;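 also: 0% = vehicle and 100% = reference compound; higher means more ethidium bromide displaced from hairpin DNA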
HCV NS3 hel inh – inhibitors of HCV NS3 helicase, primary screen, biochemical, Cy5 molecular beacon fluorescence; Hepatitis C virus NS3 helicase; NS3 helicase DNA unwinding; inhibition, % at 10.9 µM; 290,000 compounds, 0.56% hits;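 active = inhibition above the mean of all tested compounds plus 3 SD, set per campaign, cut at about 35% in these data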;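 also: 0% = DMSO wells and 100% = thioflavine S control wells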
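Assay system – hepatitis C virus NS3 helicase domain fragment enzyme · Buffer or medium – MOPS pH 6.5, MgCl2, DTT, Tween20, BSA · Reagent – Cy5/quencher beacon DNA duplex and ATP to start · Compound – single 10.9 µM dose · Timing – 1 h at 25 °C · Technique – Cy5 beacon fluorescence read at start and 1 h · Measure – % inhibition of unwinding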
pCIP destab – p/CIP-EGFP fusion destabilizers, primary screen, fluorescence, F442A cells | Q05BA5 | 16 h | decrease of EGFP signal, % at 10 µM | 290,000 compounds, 0.01% hits | AID 1984, 2009;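 active = EGFP signal decrease of at least 30% at 10 µM or well 3 SD below plate mean, unless failing retest; inactive = the rest, including hits failing retest or dose response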; also: some compounds called inactive have numbers as strong as hits; many of its hits are not listed in these tables
Target sequence (Q05BA5 1-1403): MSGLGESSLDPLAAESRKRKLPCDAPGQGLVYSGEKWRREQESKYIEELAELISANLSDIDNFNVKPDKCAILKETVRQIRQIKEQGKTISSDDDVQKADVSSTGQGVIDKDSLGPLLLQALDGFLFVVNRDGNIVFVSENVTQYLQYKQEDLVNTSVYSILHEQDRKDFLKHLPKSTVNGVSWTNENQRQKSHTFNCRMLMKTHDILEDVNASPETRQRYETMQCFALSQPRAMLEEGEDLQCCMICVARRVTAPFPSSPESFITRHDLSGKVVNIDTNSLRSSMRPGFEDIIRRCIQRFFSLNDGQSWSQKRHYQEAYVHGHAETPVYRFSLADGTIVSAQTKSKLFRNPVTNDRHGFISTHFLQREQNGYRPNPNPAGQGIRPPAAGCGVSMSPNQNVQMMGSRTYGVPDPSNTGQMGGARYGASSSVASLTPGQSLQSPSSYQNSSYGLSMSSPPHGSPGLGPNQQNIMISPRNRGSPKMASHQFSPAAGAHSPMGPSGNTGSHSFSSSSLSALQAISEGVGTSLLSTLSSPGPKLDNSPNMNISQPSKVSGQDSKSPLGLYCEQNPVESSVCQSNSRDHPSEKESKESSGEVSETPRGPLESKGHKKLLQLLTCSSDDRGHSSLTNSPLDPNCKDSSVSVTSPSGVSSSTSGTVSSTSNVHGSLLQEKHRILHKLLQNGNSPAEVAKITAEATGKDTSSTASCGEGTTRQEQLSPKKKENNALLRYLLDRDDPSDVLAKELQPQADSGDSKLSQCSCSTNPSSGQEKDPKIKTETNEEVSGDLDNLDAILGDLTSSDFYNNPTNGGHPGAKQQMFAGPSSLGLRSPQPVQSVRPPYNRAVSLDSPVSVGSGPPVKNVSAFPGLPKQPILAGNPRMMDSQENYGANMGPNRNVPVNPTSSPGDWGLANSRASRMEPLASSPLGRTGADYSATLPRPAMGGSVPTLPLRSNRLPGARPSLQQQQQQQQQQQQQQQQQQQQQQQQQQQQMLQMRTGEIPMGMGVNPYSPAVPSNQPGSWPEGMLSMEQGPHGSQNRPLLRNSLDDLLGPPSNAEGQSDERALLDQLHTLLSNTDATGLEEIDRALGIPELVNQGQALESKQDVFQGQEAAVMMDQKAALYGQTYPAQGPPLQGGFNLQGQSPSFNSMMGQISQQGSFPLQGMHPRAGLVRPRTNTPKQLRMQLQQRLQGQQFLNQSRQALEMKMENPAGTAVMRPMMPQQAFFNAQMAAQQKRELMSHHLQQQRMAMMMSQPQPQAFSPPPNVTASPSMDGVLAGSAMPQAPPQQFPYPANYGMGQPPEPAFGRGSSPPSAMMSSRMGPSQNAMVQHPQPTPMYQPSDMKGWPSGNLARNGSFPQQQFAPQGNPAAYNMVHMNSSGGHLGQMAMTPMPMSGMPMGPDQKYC
MEKK3 PB1 HTS – modulators of MEKK3-MEK5 PB1 binding, primary screen, biochemical, wildtype MEKK3, multiplex bead flow cytometry, Alexa488-MEK5. bead-based flow cytometry, Alexa488-MEK5 binding to MEKK3; actives lie on both sides; 0 = blocked by unlabeled MEK5, 100 = vehicle. binding response (% of control), % at 10 µM. 290,000 compounds, 1.4% hits;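 active = binding response more than 3 SD above or below the average of its plate-row segment, actives on both sides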;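 also: Alexa488 bead fluorescence after subtracting the streptavidin-only scavenger bead signal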
IDE cell activ – human IDE activators in live cells, primary screen, fluorescence polarization, HEK cells, FAbeta-B substrate; Insulin-degrading enzyme (Homo sapiens), P14735; FAbeta-B cleavage; 0% vehicle, 100% cell-free pure enzyme wells; activation, % at 5.96 µM; 340,000 compounds, 0.073% hits; AID 493087, 2011;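 active = activation above the mean of all tested compounds plus 3 SD, set per screening campaign, cut at about 17% in these data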
* marks the source's active call; other numbers are inactive results; . = no result given.

SMILES	UBC9 SUMO inh	PHOSPHO1 block	VIM-2 inh	IMP-1 inh	DNA FID counter	HCV NS3 hel inh	pCIP destab	MEKK3 PB1 HTS	IDE cell activ
Cc1cccc(C)c1NC(=O)COc1ccccc1C(=O)Nc1ccc(Br)cn1	0	3	-0.2	-1.8	0	-2	-1	103	7
CCN(C(=O)c1ccco1)c1nc(CC(=O)Nc2ccc(Cl)cc2)cs1	12	-25	-1.9	-1.2	-11	-3	1	97	-1
CCn1c(Cc2ccccc2)nnc1SCC(=O)Nc1ccc(S(N)(=O)=O)cc1	-16	32	-3.1	-2.9	-14	6	-4	98	1
CCn1c2ccccc2c2cc(N)ccc21	28	5	-1.3	1.8	-3	-3	-10	101	-2
Cc1ccc(COc2ccc(/C=N/NC(=O)c3nnn(-c4nonc4N)c3COc3ccc(F)cc3)cc2)cc1	1	5	-1.1	-2.8	-3	-8	-1	102	4
CCOC(=O)C(NC(=O)CC)(Nc1nc2c(s1)CCCC2)C(F)(F)F (stereo not given)	9	-8	-3.0	-3.2	-4	-1	6	89	1
Cc1cc(C)c(C)c(S(=O)(=O)N2CCN(C)CC2)c1C	11	45	-4.8	-2.1	-2	-3	-5	114	3
N#Cc1cc(-c2ccccc2)oc1NC(=O)c1ccccc1	13	-26	-3.6	-3.1	-10	-4	-4	96	-3
COc1cccc(NC(=O)Cc2ccccc2)c1	8	-14	-2.6	-2.7	-5	1	-2	98	3
COc1ccc(CC(=O)Nc2ccc(N3CCOCC3)cc2)cc1S(=O)(=O)N1CCOCC1	-25	25	0.1	-0.8	-10	4	7	91	-1
CC(=O)C1=C(O)C(=O)N(c2ccc(Br)cn2)C1c1ccccc1[N+](=O)[O-] (stereo not given)	2	33	-1.2	1.9	1	16	7	104	-1
CCSCc1nc(N)nc(NCCc2ccccc2)n1	0	.	-0.7	-4.4	-4	-4	12	102	7
Cn1c(=O)c2c(SCC(=O)N3CCOCC3)nc(C3CC3)nc2n(C)c1=O	-11	2	4.7	-1.1	-14	-7	7	105	3
CCn1cc(C(=O)Nc2ccccc2)c(=O)c2ccc(C)nc21	11	3	-1.9	-0.4	0	-1	12	95	.
CC1CCC2(CC1)NC(=O)N(CC(=O)c1cn(CCC#N)c3ccccc13)C2=O (stereo not given)	3	24	-3.5	-2.8	0	-11	-26	109	-1
COc1ccc(C)cc1NC(=S)N1CCN(c2ccccn2)CC1	-8	-11	-3.7	-3.5	-5	9	0	99	-3
O=C1C2C3C=CC(CO)(O3)C2C(=O)N1c1ccccc1-c1ccccc1 (stereo not given)	7	-5	0.9	-0.1	3	-5	-7	101	-19
C#CCOCCOCCOCCNc1nc(N2CCN(C(=O)[C@H](CCC(=O)O)n3cc(C(N)CC(C)C)nn3)CC2)nc(N2CCN(C(=O)[C@H](Cc3ccc(O)cc3)n3cc(C(N)[C@H](C)CC)nn3)CC2)n1 (stereo not given in full)	3	35	-0.1	0.9	18	-15	-6	96	.
O=C(CSc1nc(Nc2ccccc2)nc(N2CCOCC2)n1)Nc1ccc(Br)cc1F	14	35	-2.5	-0.4	-18	-11	-10	102	0
S=C(c1ccc2c(c1)OCO2)N1CCCC1	18	27	-0.6	-3.9	-1	1	-7	106	6
CN1CN(C)c2cccc3cccc1c23	35	8	-2.3	-3.8	3	-5	-3	83	3
O=C(NC(NC1CCS(=O)(=O)C1)C(=O)c1ccccc1)c1ccc(Cl)cc1 (stereo not given)	-4	30	-4.1	-2.8	2	2	-6	89	4
N#CCCn1cc(/C=N/O)c(-c2ccc(-c3ccccc3)cc2)n1	11	-1	-0.2	-3.6	-8	-10	4	105	3
CCn1c(SCC(=O)Nc2ccc(Cl)cc2)nnc1C1CC1	16	-9	-3.4	-2.8	-17	7	-1	113	0
CN(C(=O)CN1C(=O)c2ccccc2S1(=O)=O)c1ccccc1C(=O)O	8	26	7.4	-4.8	-1	6	-1	107	10
COc1ccc(OCCSc2ncc(CO)n2C)cc1	2	6	-0.9	-0.6	-6	0	4	96	-2
O=C(Nc1ccc(F)cc1)c1ccc2nc[nH]c2c1	-2	11	-3.5	-3.9	-2	-1	-5	101	2
COc1cccc(N2CCN(C(=S)Nc3cc(C)cc(C)c3)CC2)c1	10	11	-2.4	-3.0	0	9	18	103	-2
CN1CCC(OC(=O)Cc2ccc(Cl)cc2)CC1	6	33	-2.1	-3.1	10	13	-10	103	3
CCC(C)(C)c1nnc(NC(=O)C2CC(=O)N(CCc3ccc(F)cc3)C2)s1 (stereo not given)	2	24	-4.6	-4.0	-41	4	-12	104	0
Cc1ccc(S(=O)(=O)N(CC(=O)N2CCc3ccccc3C2)c2cccc(Cl)c2)cc1	-6	23	-2.1	-1.1	-17	-3	-2	104	5
CC(=O)Nc1ccc(S(=O)(=O)N2CCC(c3nc4ccc(C)cc4[nH]3)CC2)cc1	12	5	-4.8	-3.5	-4	-3	-17	103	-10
CCCCOc1ccc(/C=C/C2=CC(C)(C)NC(=S)N2)cc1OCC	14	-2	-4.2	-4.1	-20	-6	-2	105	3
Nc1nc(N2CCN(c3ccccn3)CC2)nc2ccccc12	-1	23	-0.2	-1.7	11	-9	11	105	5
Cn1ccnc1C(=O)c1ccc(S(=O)(=O)N2CCCC2)cc1	13	-11	-0.5	-4.9	-4	0	2	97	1
Cc1c(NC(=O)c2cccs2)cccc1-c1nc2ccccc2s1	-8	-24	-1.1	-0.6	-16	-2	-9	103	-4
COc1cc(/C=N/NC(=O)c2cccc(NC(=O)c3ccccc3C)c2)ccc1O	-2	32	-2.7	-2.1	-19	-2	9	101	3
COc1ccc(NC(=O)CSc2nc3ccccc3c(=O)n2CCCN2CCC(C)CC2)c(OC)c1	4	-5	-2.0	-0.6	12	-33	6	97	5
COc1ccc(C2C(C(=O)N3CCN(c4ccccn4)CC3)CC(=O)N2c2ccc(OC)cc2)cc1 (stereo not given)	-3	-4	-1.2	-2.7	-43	-11	-29	115	-6
O=C(c1ccccc1C(=O)N1CCN(c2ccccc2F)CC1)N1CCN(c2ccccc2F)CC1	-9	-31	-0.6	-1.0	-43	-21	-1	106	2
CCOC(=O)c1cnc(SC)nc1Sc1ccc(Cl)cc1Cl	-4	-4	-1.7	-1.3	-1	-5	0	106	3
O=C(CCN1C(=O)/C(=C/c2ccccc2)SC1=S)NNC(=O)c1ccncc1	23	37	-4.0	-3.5	-3	5	4	104	-2
CCOC(=O)c1cnc2ccc(C(=O)OC)cc2c1NCCCN1CCOCC1	19	3	70*	0.6	29	6	-4	103	4
CCOc1ccc(N(CC(=O)Nc2ccc(C)cc2C)S(C)(=O)=O)cc1	-7	-18	0.8	2.0	-21	-9	4	105	3
COc1ccc(CCNC(=O)CCSCc2ccccc2F)cc1OC	6	30	0.3	-0.2	-30	7	-7	104	4
CCOc1ccc(NC(=O)C(c2ccccn2)N(C(=O)CCl)c2ccc(OCC)cc2)cc1 (stereo not given)	20	-9	-5.3	-1.5	-6	-10	-20	94	0
CCOC(=O)C1CCN(S(=O)(=O)c2ccc3[nH]c4c(c3c2)CCCC4)CC1	6	22	8.1*	0.5	-29	-30	-5	99	1
COc1ccc(C)cc1NC(=O)CSc1nnc(CC(=O)Nc2ccccc2C)n1C	14	-6	-1.4	-1.8	-20	8	-12	85	5
COc1ccccc1CNC(=O)C1CC(c2ccccc2F)=NO1 (stereo not given)	-2	22	.	.	.	.	-11	107	1
C/C(=N\NC(=O)c1cc(-c2ccncc2)nc2ccccc12)c1ccc(N2CCOCC2)cc1	16	20	-2.9	-4.2	-4	0	10	108	1
CC(C)N(C(=O)CS(=O)(=O)c1ccc(Cl)c(Cl)c1)C(C)C	-18	34	0.9	-0.5	-8	-3	2	82	-6
CCOc1ccccc1NS(=O)(=O)c1csc(C(N)=O)c1	19	26	-0.9	-2.8	-5	-8	-7	101	-3
COc1ccc(/C=C/C2=CCN(Cc3ccc(OC)cc3)CC2)cc1	8	-34	0.2	0.9	17	-46	-7	94	.
COc1ccc(NS(=O)(=O)c2c(C)cc(C)cc2C)cc1	10	-12	-0.8	-3.8	-13	3	-4	99	4
Cc1ccccc1N1C(=O)C(Oc2ccc(Cl)cc2)C1CNCCCOC(C)C (stereo not given)	-8	-12	-1.2	-1.2	17	-76	1	98	0
O=C(NC1C2CC3CC(C2)CC1C3)C1CCCCC1 (stereo not given)	-2	15	-0.1	1.6	-15	0	2	98	2
CCOc1ccc2nc(SCC(=O)N3CCCCCC3)c(C#N)cc2c1	-2	-16	-1.1	-1.7	-10	9	-4	104	-7
Nc1nc(-c2ccc(Cl)cc2)nnc1-c1ccc(Br)cc1	-44	-7	-3.0	-1.8	12	-8	-1	97	-2
N#C/C(=C\c1ccc(Cl)cc1)C(=O)Nc1cccnc1	19	32	-1.2	-2.3	-3	-1	-7	103	4
CC(=O)Nc1ccc(NC(=O)C2CCN(c3c(Cc4ccccc4)c(C)nc4ncnn34)CC2)cc1	.	.	-5.1	-2.1	-15	1	.	94	-2
Next structures follow:
SMILES	UBC9 SUMO inh	PHOSPHO1 block	VIM-2 inh	IMP-1 inh	DNA FID counter	HCV NS3 hel inh	pCIP destab	MEKK3 PB1 HTS	IDE cell activ
CC(C)CN1CCN=C1Nc1ccccc1	-3	10	-2.0	-3.9	-5	18	0	102	0
COc1ccc(Cl)cc1N(CC(=O)N1CCCC1)S(C)(=O)=O	-3	40	0.0	-2.9	-5	1	6	105	-3
CC1CCCN(S(=O)(=O)c2ccc(C(=O)Nc3nnc(C4=COCCO4)o3)cc2)C1 (stereo not given)	10	31	-3.9	-1.8	-37	65*	-6	105	0
Cc1cc(=O)[nH]c(SCc2cccc(F)c2)n1	12	0	-1.2	-8.1	-7	-2	-2	104	-14
COc1ccc(Cn2c(=O)sc3ccccc32)cc1	-14	-31	-4.1	-3.7	-10	-7	-8	100	4

The list is partial; count on the stated rates, not on these rows.
